C2C12 statin = suppression of simvastatin myotoxicity. C2C12 myotubes + simvastatin, ATP luminescence, 48 h; scaled: DMSO 0, geranylgeraniol control 100. rescue of ATP level, % at 7.49 µM. 0.78% of 330,000 active;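 active = mean ATP rescue above about 67%, or every replicate alone reaching that limit, limit read from the data, passing the limit was not always enough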;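 also: myotubes were challenged with 10 µM simvastatin during compound exposure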
PglD inh = PglD (C. jejuni) enzyme inhibition; inhibition, % at 12.5 µM; purified PglD enzyme, DTNB colorimetric CoA detection; AID 602405; 0.098% of 360,000 active; in the data active = inhibition above about 16%, passing the limit was not always enough; also: strong numbers were not always called active
GSIS activator = GLuc luminescence reporter in INS-1E cells, primary screen for activators of glucose-dependent secretion of insulin; INS-1E GLuc reporter insulin secretion, 2-3 h; 0.61% of 370,000 active; activation, % at 16.6 µM;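 active = lowest replicate activation of at least 40%, so every replicate reaches that level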;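 also: 0% = median of neutral control wells and 100% = median of IBMX positive control wells; some compounds called inactive have numbers as strong as hits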
miR-122 sensor = blocks miR-122 activity in Huh7 sensor cells; Huh7 miR-122 Renilla luciferase sensor, 48 h; neutral wells = 0, positive control = 100; AID 602342; 0.3% of 340,000 active; activation (reporter increase), % at 12.5 µM;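 active = mean replicate activation score at least 90 and every replicate individually at or above 90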;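 also: higher luciferase means less miR-122 activity so hits act as miR-122 inhibitors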
FN deposition inh = fibronectin deposition inhibition; AID 743247; AH1F fibroblasts, Alexa488-fibronectin deposition fluorescence, overnight; inhibition, % at 12.6 µM; 0.086% of 350,000 active;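 active = mean inhibition across replicates of 30% or more, regardless of how many single replicates reach that level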;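 also: positive control wells lacked labelled fibronectin entirely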
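Test system: AH1F fibroblast monolayer depositing Alexa488-labelled fibronectin into matrix. Input: 10000 cells per well. Technique: fluorescence, ex 485 nm, em 525 nm. Buffer or medium: DMEM plus 2% serum, read in PBS. Timing: 1 h cell adhesion before compound, then overnight fibronectin incubation. Compound: single dose, pinned. Read-out basis: inhibition from reduced deposited-fibronectin fluorescence.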
PGC1a acetyl inh = PGC1a acetylation modulation, inhibitor mode; 0.17% of 350,000 active; U2OS PGC1a acetylation, AlphaScreen anti-acetyl-lysine; with virally co-expressed GCN5 acetyltransferase; inhibition, % at 15.6 µM;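 active = every replicate shows inhibition of at least 40%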;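 also: 0% = neutral control wells and 100% = positive control wells; some results beyond the cut were filed as inactive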
F508del corr = correctors of CFTR F508del function in bronchial epithelial cells. CFBE cells, YFP halide quenching; stimulated with forskolin plus potentiator P3; % fluorescence drop versus neutral controls. activity (quench increase), % at 7.58 µM. 0.36% of 350,000 active. AID 720511;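 active = mean added fluorescence quench of at least 8% versus neutral control, with both replicates also reaching 8%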;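 also: cells transiently co-express mutant CFTR-F508del with the halide-sensitive YFP; corrector assay measuring rescue of mutant channel to the surface after 24 h compound exposure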
Cneo AK release = causes C. neoformans cell lysis; adenylate kinase release luminescence, 4 h; normalised: neutral wells 0, clomiphene wells 100; lysis activity, % at 15 µM; 0.2% of 360,000 active; AID 651654;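 active = mean lysis activity across replicates of at least 80%, whatever share of replicates individually reach that level; inactive = mean lysis activity below 80%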
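Test system: log-phase Cryptococcus neoformans yeast cells. Input: 5 × 10^6 yeast cells/mL. Medium: fresh YPD growth medium. Doses: single dose. Incubation: static 4 h at 37 °C with compound, 1 h detection. Measured by: luminescent adenylate kinase detection reagent. Read-out: signal increase indicating cell lysis. Benchmarks: Clomiphene.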
* marks the source's active call; other numbers are inactive results; [ ] = another dose, or the depositor's remark.

Start of the data: the first 3 entries, ahead of the listing:
COc1ccc(N(CC(=O)N/N=C/c2ccc(OC)cc2OC)S(=O)(=O)c2ccccc2)cc1 was read as C2C12 statin 22, PglD inh 1, FN deposition inh 4, F508del corr 1.4 and Cneo AK release 0.
`COc1cc(C2CC(c3cccs3)=NN2C(=O)CCl)ccc1OC(F)F` (stereo unspecified) gave C2C12 statin -31, GSIS activator -31, miR-122 sensor 1, FN deposition inh -13, F508del corr -2.2 and Cneo AK release 0.
`C[C@H](CO)N1C[C@H](C)[C@H](CN(C)S(=O)(=O)c2ccc(F)cc2)Oc2ncc(-c3cccc(C(F)(F)F)c3)cc2C1=O` gave C2C12 statin 0, PglD inh 1, GSIS activator -19, miR-122 sensor -9[16.7 µM], PGC1a acetyl inh -7, F508del corr 0.3 and Cneo AK release -3.

This part in full (from the top)
COc1ccc(N(CC(=O)N/N=C/c2ccc(OC)cc2OC)S(=O)(=O)c2ccccc2)cc1 was read as C2C12 statin 22, PglD inh 1, FN deposition inh 4, F508del corr 1.4 and Cneo AK release 0.
`COc1cc(C2CC(c3cccs3)=NN2C(=O)CCl)ccc1OC(F)F` (stereo unspecified) gave C2C12 statin -31, GSIS activator -31, miR-122 sensor 1, FN deposition inh -13, F508del corr -2.2 and Cneo AK release 0.
`C[C@H](CO)N1C[C@H](C)[C@H](CN(C)S(=O)(=O)c2ccc(F)cc2)Oc2ncc(-c3cccc(C(F)(F)F)c3)cc2C1=O` gave C2C12 statin 0, PglD inh 1, GSIS activator -19, miR-122 sensor -9[16.7 µM], PGC1a acetyl inh -7, F508del corr 0.3 and Cneo AK release -3.
`Cc1noc(C)c1S(=O)(=O)Nc1ccc2c(c1)C(=O)N([C@@H](C)CO)C[C@@H](C)[C@H](CN(C)S(C)(=O)=O)O2` gave PglD inh 10, GSIS activator 19, miR-122 sensor -3[16.7 µM], PGC1a acetyl inh 0, F508del corr 2.8 and Cneo AK release 5.
CCOC(=O)c1c(CSc2ccc(CC)cc2)oc2ccc(O)c(CN(C)C)c12 was read as C2C12 statin -18, PglD inh 0, GSIS activator 786, miR-122 sensor -3, FN deposition inh 5, F508del corr -0.6 and Cneo AK release -2.
COc1ccc(NC(=O)Nc2ccc3c(c2)C(=O)N([C@H](C)CO)C[C@H](C)[C@H](CN(C)C(=O)Nc2cccc4ccccc24)OCCCC[C@@H](C)O3)cc1 was read as C2C12 statin -9, PglD inh 1, GSIS activator 17, miR-122 sensor 6[16.7 µM], FN deposition inh -5, PGC1a acetyl inh -7, F508del corr -1.1 and Cneo AK release 1.
`CCOC(=O)N1CCC(NC(=O)C(Cc2ccccc2)NC(=O)C2CCCCC2)CC1` (stereo unspecified) gave C2C12 statin -4, PglD inh 4, GSIS activator -5, miR-122 sensor 6, PGC1a acetyl inh -1 and Cneo AK release 0.
`O=C(CCc1nc2ccccc2[nH]1)Nc1ccccc1` gave C2C12 statin -4, PglD inh -1, miR-122 sensor -6, PGC1a acetyl inh -3 and Cneo AK release 4.
Screening CC(C)=NNC(=O)CN1C(=O)NC2NC(=O)NC21 (stereo unspecified) returned C2C12 statin 1, PglD inh 0, GSIS activator -3, miR-122 sensor -3, FN deposition inh -4, PGC1a acetyl inh -9, F508del corr 0.8 and Cneo AK release 2.
For CC(c1ccccn1)C(C)(O)C(C)c1ccccn1 (stereo unspecified) the results were C2C12 statin 2, PglD inh 0, GSIS activator 8, miR-122 sensor -8, PGC1a acetyl inh 1, F508del corr 2.4 and Cneo AK release 3.
`CCc1nc(N2CCN(C(=O)c3ccco3)CC2)c(C#N)c2c1COC(C)(C)C2` gave C2C12 statin -12, PglD inh 5, GSIS activator 0, miR-122 sensor -2, FN deposition inh 11, PGC1a acetyl inh -13, F508del corr 0.9 and Cneo AK release -2.
CCCNC(=O)N(C)C[C@@H]1Oc2cc(-c3cccnc3)ccc2S(=O)(=O)N([C@H](C)CO)C[C@@H]1C was read as C2C12 statin 5, PglD inh 2, GSIS activator 13, miR-122 sensor -3[16.7 µM], PGC1a acetyl inh -12, F508del corr 0.7 and Cneo AK release -7.
For CCCOc1ccc(CNC(=O)CCC(=O)n2ncc3cc(C)ccc32)cc1 the results were C2C12 statin 2, PglD inh 4, miR-122 sensor -4, FN deposition inh -11, PGC1a acetyl inh -18, F508del corr -0.9 and Cneo AK release -4.
For CNC[C@@H]1OCCCC[C@@H](C)Oc2ccc(NC(=O)Nc3cccc4ccccc34)cc2C(=O)N([C@@H](C)CO)C[C@H]1C the results were C2C12 statin 7, PglD inh 0, GSIS activator 0, miR-122 sensor -9[16.7 µM], PGC1a acetyl inh -16, F508del corr 0.4 and Cneo AK release 8.
For Cc1cccc(C2=NOC(=O)/C2=C\c2ccccc2F)c1 the results were C2C12 statin -3, PglD inh -2, miR-122 sensor -6, FN deposition inh 10, PGC1a acetyl inh 2, F508del corr 5.2 and Cneo AK release 3.
`O=C1NCCN(Cc2ccoc2)C1CC(=O)N(CCO)Cc1ccccc1` (stereo unspecified) gave C2C12 statin 8, PglD inh -4, GSIS activator 8, miR-122 sensor 0, FN deposition inh 10, PGC1a acetyl inh 7, F508del corr -2.2 and Cneo AK release 1.
Cc1ccc(S(=O)(=O)N[C@H](C(=O)OCn2nnc3ccccc3c2=O)C(C)C)cc1 was read as PglD inh -6, miR-122 sensor -8, PGC1a acetyl inh -4 and Cneo AK release -1.
For C=CCc1ccc(OCCCOc2ccc(C)c(C)c2)c(OC)c1 the results were C2C12 statin 4, PglD inh -5, miR-122 sensor 0, PGC1a acetyl inh 0 and Cneo AK release 1.
For CCCN(CC(=O)c1cc(C)n(C)c1C)S(=O)(=O)c1cccc(C(F)(F)F)c1 the results were C2C12 statin 0, PglD inh 13, miR-122 sensor -8, PGC1a acetyl inh -14 and Cneo AK release -1.
C/[N+]([O-])=C\CC(=O)c1ccc(-c2ccccc2)cc1 was read as GSIS activator 20, FN deposition inh -1, PGC1a acetyl inh 6 and F508del corr -3.9.
For O=C(/C=C/c1ccccc1)Oc1cccc(C(=S)N2CCOCC2)c1 the results were C2C12 statin -6, PglD inh -6, GSIS activator -6, miR-122 sensor -4, FN deposition inh 1, F508del corr -1.4 and Cneo AK release -3.
`CCOc1cccc(-c2cc(C(=O)NN)[nH]n2)c1` gave GSIS activator 1, miR-122 sensor 1, FN deposition inh -10, PGC1a acetyl inh -10 and F508del corr 1.4.
C=CCSc1nnc2c(n1)[nH]c1c(C)cccc12 was read as C2C12 statin -13, PglD inh 1, GSIS activator 53, miR-122 sensor -1, PGC1a acetyl inh 6, F508del corr 0.6 and Cneo AK release 8.
O=C(CSc1ccc2nnc(-c3ccccn3)n2n1)Nc1ccc(F)cc1F was read as C2C12 statin -2, PglD inh 1, GSIS activator 15, miR-122 sensor 3, FN deposition inh 1, F508del corr -3.9 and Cneo AK release 2.
Screening CSCCC(NC(=O)COc1ccccc1)C(=O)N1CCN(c2ccccc2Cl)CC1 (stereo unspecified) returned C2C12 statin -2, PglD inh -3, GSIS activator -17, miR-122 sensor 54, FN deposition inh 6, F508del corr 0.2 and Cneo AK release 0.
For Cc1ccc(NC(=O)CN2CCc3cc4c(cc3C2C)OCCCO4)cc1C (stereo unspecified) the results were C2C12 statin 0, GSIS activator 1, miR-122 sensor -1, FN deposition inh 6, PGC1a acetyl inh 1 and F508del corr -0.5.
For Cc1cc(C)nc(-n2nc(C)cc2NC(=O)COC(=O)CCC(=O)c2cccs2)n1 the results were C2C12 statin -7, PglD inh 1, miR-122 sensor 2, PGC1a acetyl inh -7 and Cneo AK release 3.
COCCCn1c(SCc2ccc(OC)cc2)nc2cc(OC)c(OC)cc2c1=N was read as C2C12 statin -3, PglD inh -4, miR-122 sensor -1, PGC1a acetyl inh -12 and Cneo AK release 0.
For COc1ccc(C2C3=C(CC(C)(C)CC3=O)Nc3c2c(=O)[nH]c(=O)n3Cc2ccccc2)cc1OC (stereo unspecified) the results were C2C12 statin -5, miR-122 sensor -6, FN deposition inh 4 and PGC1a acetyl inh -1.
Screening C[C@H](CO)N1C[C@H](C)[C@@H](CN(C)C(=O)Nc2ccc3c(c2)OCO3)Oc2c(NC(=O)Nc3ccc4c(c3)OCO4)cccc2C1=O returned C2C12 statin -10, PglD inh -6, GSIS activator -8, miR-122 sensor 1, FN deposition inh 2, PGC1a acetyl inh 0, F508del corr -0.4 and Cneo AK release -7.
`COc1ccc(S(=O)(=O)N2CCOC2CNC(=O)C(=O)NCc2cccnc2)cc1C` (stereo unspecified) gave C2C12 statin -22, PglD inh -3, GSIS activator 46, miR-122 sensor 4, FN deposition inh 5, PGC1a acetyl inh -11, F508del corr -0.3 and Cneo AK release 0.
Screening CCNC(=O)C[C@@H]1CC[C@H]2[C@@H](COC[C@@H](O)CN2C(=O)Nc2ccc3c(c2)OCO3)O1 returned C2C12 statin -5, PglD inh 1, GSIS activator 3, miR-122 sensor -1[16.7 µM], FN deposition inh -1, PGC1a acetyl inh 14, F508del corr 1.4 and Cneo AK release -2.
CCc1nc2ccc(C(=O)NCCOc3ccc(OC)cc3)cn2c1N(C)CCCc1ccccc1 was read as C2C12 statin 32, PglD inh -4, GSIS activator -26, miR-122 sensor 1, FN deposition inh -3, PGC1a acetyl inh -1, F508del corr 0.5 and Cneo AK release 5.
For CS(=O)(=O)Nc1ccc2c(c1)[C@@H]1C[C@@H](CC(=O)O)O[C@@H](CO)[C@@H]1O2 the results were GSIS activator 9, FN deposition inh -12, PGC1a acetyl inh -2 and F508del corr -0.9.
`Cc1cccnc1CN1CCN(Cc2nc(C(c3ccccc3)c3ccccc3)no2)CC1` gave C2C12 statin 8, PglD inh -3, GSIS activator -29, miR-122 sensor -4, FN deposition inh -8, PGC1a acetyl inh 8, F508del corr 5.3 and Cneo AK release -2.
For COc1ccc(NC(=O)CN(C)C(=O)CNC(=O)C2CCCCC2)cc1 the results were C2C12 statin 3, PglD inh -3, GSIS activator 11, miR-122 sensor 1, FN deposition inh -2, PGC1a acetyl inh 8, F508del corr -1.6 and Cneo AK release 0.
Screening C[C@H]1COC(=O)[C@@H](Cc2ccc(F)cc2)CC/C=C/C[C@H](CC(=O)N(CCO)Cc2ccccc2)C(=O)N1 returned C2C12 statin -2, PglD inh 6, GSIS activator 14, miR-122 sensor -11, FN deposition inh 2, PGC1a acetyl inh 9, F508del corr -2.7 and Cneo AK release -2.
Screening COc1ccc(S(=O)(=O)N(C)C[C@@H]2Oc3c(cccc3N(C)C)C(=O)N([C@@H](C)CO)C[C@@H]2C)cc1 returned C2C12 statin -18, PglD inh 0, GSIS activator 5, miR-122 sensor 5[16.7 µM], FN deposition inh -16, PGC1a acetyl inh -4, F508del corr 0.8 and Cneo AK release 1.
Screening C[C@H](CO)N1C[C@H](C)[C@@H](CN(C)S(C)(=O)=O)OCCCC[C@H](C)Oc2ccc(NC(=O)C3CCCCC3)cc2C1=O returned C2C12 statin -7, PglD inh 2, GSIS activator 2, miR-122 sensor 2[16.7 µM], PGC1a acetyl inh -3, F508del corr -2.6 and Cneo AK release 2.
N#C/C(=C\c1cccnc1)C(=O)Nc1ccc(Cl)cc1 was read as PglD inh 0, GSIS activator -31, miR-122 sensor 0, FN deposition inh -15, PGC1a acetyl inh -4, F508del corr 1.1 and Cneo AK release 0.
